PfHsp90 yeast 2: growth inhibition of yeast expressing Plasmodium Hsp90. S. cerevisiae expressing PfHsp90, BacTiter-Glo ATP, 48 h; yeast lacking PDR1 and PDR3 efflux regulators. inhibition, % at 9.4 µM. 310,000 tested, 0.32% active;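 active = every replicate shows inhibition above about 80%, whatever the replicate mean, limit read from the data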;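 also: 0% = DMSO neutral controls and 100% = 20 µM radicicol positive controls; yeast relying on Plasmodium falciparum Hsp90 in place of its own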
MOR-DOR ag: OPRM1-OPRD1 heterodimerization agonism; cells, luminescence; activation, % at 9.3 µM; 340,000 tested, 0.3% active; AID 504326; in the data active = activation above about 18%;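 also: 0% = vehicle-treated cells and 100% = reference agonist; values of inactives mirror those of a sister screen read the other way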
Target sequence (P35372 whole entry, looked up): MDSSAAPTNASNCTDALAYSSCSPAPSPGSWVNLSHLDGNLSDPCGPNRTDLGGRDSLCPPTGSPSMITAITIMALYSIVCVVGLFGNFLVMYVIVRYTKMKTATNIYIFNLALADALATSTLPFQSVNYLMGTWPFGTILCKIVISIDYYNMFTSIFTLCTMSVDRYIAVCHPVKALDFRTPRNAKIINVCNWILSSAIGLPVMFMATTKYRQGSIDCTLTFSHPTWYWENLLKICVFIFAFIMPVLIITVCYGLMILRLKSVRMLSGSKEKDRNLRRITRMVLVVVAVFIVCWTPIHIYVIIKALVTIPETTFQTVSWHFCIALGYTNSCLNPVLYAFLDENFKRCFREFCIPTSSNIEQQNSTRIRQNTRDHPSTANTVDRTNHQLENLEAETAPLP
Target sequence (P41143 whole entry, looked up): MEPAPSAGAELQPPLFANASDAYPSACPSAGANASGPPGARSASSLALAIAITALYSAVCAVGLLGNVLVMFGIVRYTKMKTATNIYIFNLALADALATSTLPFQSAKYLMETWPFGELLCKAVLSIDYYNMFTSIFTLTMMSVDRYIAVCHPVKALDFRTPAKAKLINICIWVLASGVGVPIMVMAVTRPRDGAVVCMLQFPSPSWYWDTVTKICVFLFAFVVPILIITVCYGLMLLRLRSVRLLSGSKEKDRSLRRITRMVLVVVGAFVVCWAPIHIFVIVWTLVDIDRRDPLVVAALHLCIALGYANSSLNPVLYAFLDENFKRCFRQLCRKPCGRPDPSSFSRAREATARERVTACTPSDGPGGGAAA
HTR5A ag: HTR5A agonism, opioid heterodimer counter-screen; AID 504692; HTR5A agonist assay, luminescence, cell-based; 340,000 tested, 0.61% active; activation, % at 9.3 µM; in the data active = activation mostly above about 9.5%, no sharp cut-off; inactive = mostly below about 7.6%;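 also: 0% = cells with vehicle only and 100% = reference agonist; strong numbers were not always called active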
PKA-R1A act: activators of PKA-R1A complex | P00514+P68181 | PKA-R1A dissociation, Cy5-IP20 fluorescence polarization; scaled: DMSO 0%, 113 µM cGMP 100% | activation, % at 11.4 µM | 340,000 tested, 0.083% active;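 active = percent activation above the mean of all tested compounds plus 3 SD, cut at about 19% in these data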;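 also: higher means more PKAc released from R1A so a rise in polarization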
phage Ecoli inh: E. coli growth loss with phage present; AID 651602; inhibition, % at 11.9 µM; growth absorbance; 360,000 tested, 0.26% active; in the data active = inhibition above about 11%
DSG3 Ab inh: human desmoglein-3 autoantibody binding inhibition | DSG3-coupled beads, scFv-anti-DSG3-GFP binding, flow cytometry; hits give low values | binding (percent of control), % at 10 µM | 310,000 tested, 0.48% active | AID 588358;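 active = binding more than 3 SD below its plate's average and above zero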;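 also: hits lower antibody fragment binding to DSG3; some compounds called inactive have numbers as strong as hits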
Ecoli viability: bacterial growth inhibition, counter-screen for AddAB inhibitors. inhibition, % at 11.9 µM. E. coli V3065 growth, OD600 absorbance, 18 h. 330,000 tested, 0.27% active;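 active = inhibition above the campaign's mean inhibition across all tested compounds plus 3 SD, cut at about 9.9% in these data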;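 also: uninfected addAB+ strain grown without phage in ampicillin broth; 0% = DMSO wells and 100% = ciprofloxacin 0.95 µg/ml wells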
MOR-DOR inv ag: inverse agonist of human OPRM1-OPRD1 heterodimerization | P35372+P41143 | cell-based MOR-DOR heterodimer luminescence, inverse agonism | inhibition, % at 9.3 µM | 340,000 tested, 0.21% active | AID 504357; in the data active = inhibition above about 22%, passing the limit was not always enough;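 also: 0% = cells with DMSO and 100% = wells without cells with DMSO; values of inactives mirror those of a sister screen read the other way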
HTR5A inv ag: HTR5A inverse agonism, opioid heterodimer counter-screen | 340,000 tested, 0.083% active | HTR5A cell line, luminescence | inhibition, % at 9.3 µM | P47898; in the data active = inhibition mostly above about 23%, no sharp cut-off; inactive = mostly below about 18%;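 also: 0% = cells with DMSO and 100% = no-cell wells with DMSO; some compounds called inactive have numbers as strong as hits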
AddAB inh: less growth of phage-infected E. coli with AddAB. E. coli expressing H. pylori AddAB, absorbance growth. inhibition, % at 11.9 µM. 330,000 tested, 0.29% active; in the data active = inhibition above about 12%;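 also: 0% = vehicle wells of infected cells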
SUMO Mot1 rescue: SUMOylation pathway inhibition by Mot1-301 growth rescue | AID 2716 | growth rescue, % at 18.8 µM | S. cerevisiae Mot1-301 growth rescue, ATP luminescence, 38.5C; percent above DMSO median, 100 means doubled | 320,000 tested, 1% active;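 active = every valid replicate shows activation above 250% relative to neutral control wells; inactive = the rest, any valid replicate at or below 250%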;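 also: OY570 slx delta 5 strain wells were the positive control but not used for scaling; some compounds called inactive have numbers as strong as hits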
* hit, by the source's call; nt = no result given. The order is random; about 3.2% have a hit in one of these screens.

no. | structure | PKA-R1A act | SUMO Mot1 rescue | HTR5A inv ag | MOR-DOR inv ag | HTR5A ag | Ecoli viability | PfHsp90 yeast 2 | phage Ecoli inh | AddAB inh | DSG3 Ab inh | MOR-DOR ag
1 | CSc1nn2c(C(F)(F)F)cc(C(F)(F)F)nc2c1C(N)=O | 5 | 0 | -17 | -7 | 11 | 0.1 | -14 | 1.2 | 0.5 | nt | 1.4
2 | Cc1cccc(C)c1N=C1C(=O)Nc2ccccc21 | 5 | 2 | 28 | 46* | -7 | -0.3 | 6 | 1.7 | -3.0 | 95 | -9.2
3 | Cc1cccc(-n2nc3c(c2NC(=O)c2ccc(Br)o2)CSC3)c1C | -4 | nt | -13 | -1 | -3 | -4.1 | -2 | 2.5 | 1.4 | 101 | 0.1
4 | Cc1noc(C)c1S(=O)(=O)Nc1cc(C(F)(F)F)ccc1N1CCOCC1 | -3 | -13 | 2 | 14 | -1 | 0.7 | -20 | -0.1 | -0.4 | nt | -2.9
5 | CCOC(=O)C1C(C(=O)Nc2cccc(C(F)(F)F)c2)C1C(=O)NC(C)C (stereo unspecified) | 10 | 1 | -2 | 1 | 1 | -2.3 | -26 | 2.7 | 0.3 | 97 | -0.2
6 | Cc1nn(Cc2c(F)c(F)c(F)c(F)c2F)c(C)c1NC(=O)c1ccnn1C | -10 | -11 | 9 | 10 | 3 | -1.4 | 2 | 1.7 | -2.3 | 127 | -1.9
7 | COc1ccc(OC)c(N/C(C)=C/C(=O)c2ccncc2)c1 | -3 | -23 | -2 | 9 | 0 | 1.2 | 8 | 3.0 | -0.2 | 121 | -1.8
8 | COc1ccccc1S(=O)Cc1ccc(C(=O)NCCc2ccc(Cl)cc2)o1 (stereo unspecified) | 9 | 58 | -19 | 6 | 6 | -0.1 | -5 | nt | 5.6 | 109 | -1.1
9 | CCC(CC)c1nnc(NC(=O)C2COc3ccccc3O2)s1 (stereo unspecified) | -8 | -10 | 10 | 7 | 1 | 1.8 | 29 | 2.6 | 1.4 | 100 | -1.4
10 | COc1cc(N)ccc1Cc1ccc(N)cc1OC | -8 | -4 | 1 | 3 | -1 | -2.3 | -1 | 2.2 | 1.5 | 86 | -0.4
11 | COc1ccc(C2CC(c3ccccc3OC(C)=O)=NN2C(=O)/C=C/c2ccccc2)cc1 (stereo unspecified) | -8 | -6 | -12 | -13 | 3 | -2.6 | -1 | -4.9 | 3.2 | 108 | 2.5
12 | Fc1cccc(Cl)c1COc1ccc(-c2nnco2)cc1 | -4 | 17 | -2 | 10 | 1 | -2.3 | -21 | 1.6 | 4.3 | 91 | -1.8
13 | Cc1ccc(S(=O)(=O)N2CCN(S(C)(=O)=O)C2c2ccccc2)cc1 (stereo unspecified) | -4 | 795 | 3 | 11 | -2 | -0.5 | -4 | 0.9 | 2.9 | 98 | -2.6
14 | NC(=O)N/N=C/c1ccc(-n2nncc2-c2ccc(Cl)cc2)cc1 | 11 | -6 | -5 | 3 | 2 | -1.8 | 9 | 1.7 | 2.2 | 104 | -0.6
15 | CC(OC(=O)/C=C/c1ccccc1)C(=O)Nc1cccc(C#N)c1 (stereo unspecified) | -18 | 149 | 10 | 14 | 5 | 1.9 | -17 | 3.4 | 1.7 | 101 | -2.1
16 | Cc1ccc(NC(=O)c2ccccc2F)nc1 | -7 | 1 | 1 | 16 | 2 | -1.4 | 31 | 3.1 | 0.2 | nt | -3.1
17 | CCCCNCC(=O)Nc1sc(C)c(C)c1C(=O)OCC | -1 | -20 | -16 | -48 | 1 | -1.2 | 6 | 0.3 | 2.0 | 98 | 8.3
18 | COc1ccc(-n2c(=O)c3ccccc3n(Cc3ccccc3F)c2=O)cc1OC | -10 | -24 | -18 | 15 | 6 | 0.0 | -15 | 4.8 | 0.2 | 107 | -2.9
19 | CCC1Oc2ccc(Cl)cc2N(CC(=O)O)C1=O (stereo unspecified) | 3 | -15 | -11 | -1 | 1 | -4.1 | 26 | nt | 1.1 | 96 | 0.2
20 | O=C(CN1CCN(c2cccc(C(F)(F)F)c2)CC1)Nc1cccc(C(F)(F)F)c1 | -18 | 2 | 7 | -16 | 2 | 2.2 | -31 | -1.5 | -0.7 | 102 | 2.7
21 | COc1cc(OC)nc(Oc2ccccc2C(=O)Oc2ccccc2Cl)n1 | 1 | -3 | 22 | 1 | -9 | -1.1 | 10 | 1.4 | -2.0 | 103 | -0.2
22 | Cc1cc(C)c(S(=O)(=O)C(C)C)c(=O)[nH]1 | 2 | 2 | 4 | -5 | -2 | 1.3 | 16 | 3.2 | 4.6 | 103 | 0.8
23 | Cn1nnc2cc(C(=O)NCc3ccco3)ccc21 | 4 | -3 | 5 | 5 | -4 | -0.8 | 18 | 1.2 | 0.4 | 90 | -1.0
24 | CC[n+]1c(/C=C(\C)SC)sc2ccccc21 | 1 | 540* | 2 | 15 | 1 | -0.1 | -9 | -0.4 | 0.3 | 109 | -2.6
25 | CN1CCc2c(sc(NC(=O)c3ccco3)c2C(N)=O)C1 | 8 | 4 | -1 | 15 | 0 | -0.3 | -4 | 1.1 | 3.7 | nt | -2.7
26 | COc1ccc(NC(=O)CSc2c3c(nc4ccccc24)CCCC3)c(OC)c1 | -8 | 10 | 27 | 1 | -11 | -2.0 | 3 | 3.1 | 0.1 | 103 | -0.1
27 | CCN(CC(=O)NCc1ccc(Cl)cc1)C(=O)CCOc1ccccc1C | -2 | -3 | -9 | 3 | -1 | -2.6 | nt | 2.4 | 0.3 | 115 | -0.5
28 | COc1cc([N+](=O)[O-])ccc1NC(=O)Nc1cnccn1 | 10 | -18 | 10 | 3 | -4 | 0.1 | 0 | 1.1 | -0.8 | 102 | -0.6
29 | Cc1cccc(NC(=S)Nc2ccc(Oc3ccccc3)cc2)n1 | 0 | -6 | -1 | -13 | 3 | 2.0 | -9 | -1.3 | 1.3 | 103 | 2.9
30 | Cc1cc(OC(C)C(=O)NCCCn2ccnc2)c2c(C)c(C)c(=O)oc2c1 (stereo unspecified) | -10 | 3 | -5 | 10 | 1 | -1.3 | -17 | -0.9 | 2.2 | 101 | -1.9
31 | CCOC(=O)c1cc(-c2ccccc2)sc1NC(=O)CN1C(=O)c2ccccc2C1=O | 10 | 6 | 11 | 5 | 0 | 1.9 | -16 | 0.9 | 0.6 | 94 | -0.9
32 | O=C(NCc1ccccc1Cl)C1CCCN1C(=O)Nc1ccccc1 (stereo unspecified) | 0 | 3 | -5 | 3 | 1 | -0.8 | 2 | 3.0 | -2.8 | 91 | -0.6
33 | OCCN(Cc1ccccc1)C(=S)Nc1ccc(F)cc1 | 4 | 67 | 5 | -11 | -2 | 0.1 | -11 | 4.3 | 4.9 | 94 | 2.1
34 | Cc1c([N+](=O)[O-])c(C(=O)NC2CCCCC2)nn1C | 1 | 0 | 6 | 17 | 2 | -1.3 | 10 | 1.9 | 0.4 | 98 | -3.1
35 | Cc1noc(NS(=O)(=O)c2ccc(N/C=C\C(=O)c3ccccc3)cc2)c1C | -5 | 6 | -9 | 11 | 3 | 5.7 | -3 | 7.9 | 7.6 | 103 | -2.2
36 | O=C(c1ccc(Br)cc1)N1CCC(C(=O)N2CCN(c3ccccc3)CC2)CC1 | -2 | -13 | -3 | 10 | 1 | 2.0 | 14 | 0.4 | 0.8 | 114 | -2.4
37 | CN(C(=S)Nc1ccccc1F)C1(c2ccccc2Cl)CCCCC1=O (stereo unspecified) | -4 | 27 | -11 | 9 | -4 | 0.8 | -6 | 1.6 | 0.4 | 99 | -1.7
38 | O=C(COC(=O)c1cccs1)NCCCc1ccccc1 | -7 | 3 | 28 | 8 | 0 | -0.1 | -1 | 1.2 | -2.0 | 108 | -1.7
39 | Cc1ccc(N2C(=O)NC(NS(=O)(=O)c3ccccc3)(C(F)(F)F)C2=O)cc1C (stereo unspecified) | -9 | 17 | 13 | 20 | -5 | 1.8 | -6 | 1.7 | 1.1 | 96 | -4.0
40 | COc1ccc(-c2ncc3ccccn23)cc1 | 1 | -13 | 3 | 15 | -1 | -1.0 | -23 | 3.0 | 3.6 | 100 | -3.6
41 | Cc1cc(C)cc(OCc2nnc(SCC(=O)NC3CC3)n2C)c1 | -4 | -6 | 6 | 9 | -2 | 1.4 | 12 | 0.4 | 3.2 | 111 | -1.6
42 | COc1ccc(-c2nc(C#N)c(N3CCC(C(N)=O)CC3)o2)cc1 | 9 | -5 | -10 | 1 | 4 | -2.8 | nt | 1.8 | 4.3 | 114 | -0.2
43 | O=C(CCCNS(=O)(=O)c1cccc2nsnc12)N1CCCCC1 | 3 | 18 | 1 | 0 | -1 | -1.4 | 9 | 1.9 | -1.0 | nt | 0.0
44 | Cc1ccc(S(=O)(=O)N2CCC(C(=O)N3CC(C)OC(C)C3)CC2)cc1 (stereo unspecified) | -4 | -3 | 1 | 12 | 1 | 2.0 | -16 | 2.9 | 2.2 | 106 | -2.2
45 | CC(C)C[C@H]1CNC(=O)C(=O)N1C[C@H](C)NC(=O)Cc1ccccc1 | -2 | -21 | 8 | 11 | -3 | -1.5 | -8 | 0.8 | 2.3 | 108 | -1.9
46 | FC(F)(F)c1cnc2c(c1)[nH]c(=S)n2-c1ccc(Cl)cc1 | 8 | -6 | -12 | -17 | 3 | -2.1 | -4 | 2.1 | -0.5 | 99 | 2.9
47 | Cc1n[nH]c(=O)n1-c1ccc(C(C)(C)C)cc1 | 2 | 19 | -1 | -2 | 0 | -2.2 | 16 | 5.2 | -1.1 | 83 | 0.4
48 | Cc1cc(Cl)ccc1NC(=O)COC(=O)c1cc([N+](=O)[O-])ccc1N1CCOCC1 | 6 | 13 | 11 | 11 | -3 | 0.2 | nt | 3.2 | 1.4 | 101 | -2.1
49 | O=C(COC(=O)c1ccco1)Nc1cccc(S(=O)(=O)N2CCCCC2)c1 | -4 | 4 | -8 | 7 | -6 | 0.0 | -20 | 0.6 | 0.0 | nt | -1.9

Whole records, looked up by structure. Order of screens: PKA-R1A act, SUMO Mot1 rescue, HTR5A inv ag, MOR-DOR inv ag, HTR5A ag, Ecoli viability, PfHsp90 yeast 2, phage Ecoli inh, AddAB inh, DSG3 Ab inh, MOR-DOR ag
Cc1cccc(NC(=S)Nc2ccc(Oc3ccccc3)cc2)n1 reads 0, -6, -1, -13, 3, 2.0, -9, -1.3, 1.3, 103, 2.9
Cc1ccc(NC(=O)c2ccccc2F)nc1 reads -7, 1, 1, 16, 2, -1.4, 31, 3.1, 0.2, nt, -3.1

Two of these compounds in a different format.
34	Cc1c([N+](=O)[O-])c(C(=O)NC2CCCCC2)nn1C
- PKA-R1A act = 1
- SUMO Mot1 rescue = 0
- HTR5A inv ag = 6
- MOR-DOR inv ag = 17
- HTR5A ag = 2
- Ecoli viability = -1.3
- PfHsp90 yeast 2 = 10
- phage Ecoli inh = 1.9
- AddAB inh = 0.4
- DSG3 Ab inh = 98
- MOR-DOR ag = -3.1
35	Cc1noc(NS(=O)(=O)c2ccc(N/C=C\C(=O)c3ccccc3)cc2)c1C
- PKA-R1A act = -5
- SUMO Mot1 rescue = 6
- HTR5A inv ag = -9
- MOR-DOR inv ag = 11
- HTR5A ag = 3
- Ecoli viability = 5.7
- PfHsp90 yeast 2 = -3
- phage Ecoli inh = 7.9
- AddAB inh = 7.6
- DSG3 Ab inh = 103
- MOR-DOR ag = -2.2

Compound activity as filed in PubChem BioAssay.
